# Ba/F3 V617F tox = loss of viability in JAK2V617F-driven Ba/F3 cells. Ba/F3 EpoR-JAK2V617F viability, ATP luminescence. inhibition, % at 5.6 µM. 220,000 tested, 1.1% active;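 active = inhibition above the campaign mean plus 3 SD over all tested compounds, cut at about 24% in these data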;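 also: cytokine-independent growth of Ba/F3 cells driven by EpoR plus mutant JAK2; 0% = DMSO-treated cells and 100% = JAK inhibitor I control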
# Wee1 stabilizer = inhibitors of human Wee1 degradation | HeLa Luc-Wee1K328M stability, luciferase luminescence; 100% = proteasome inhibitor MG132 effect | reporter increase, % at 5 µM | 220,000 tested, 1.2% active | AID 1321;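 active = activation above the mean of all tested compounds plus 3 SD, set per screening run, cut at about 8.8% in these data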;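 also: cells exposed to compound for 20 h before luminescence read; 0% = DMSO alone and 100% = MG132 at 30 µM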
# Target sequence (P30291 whole entry K328M): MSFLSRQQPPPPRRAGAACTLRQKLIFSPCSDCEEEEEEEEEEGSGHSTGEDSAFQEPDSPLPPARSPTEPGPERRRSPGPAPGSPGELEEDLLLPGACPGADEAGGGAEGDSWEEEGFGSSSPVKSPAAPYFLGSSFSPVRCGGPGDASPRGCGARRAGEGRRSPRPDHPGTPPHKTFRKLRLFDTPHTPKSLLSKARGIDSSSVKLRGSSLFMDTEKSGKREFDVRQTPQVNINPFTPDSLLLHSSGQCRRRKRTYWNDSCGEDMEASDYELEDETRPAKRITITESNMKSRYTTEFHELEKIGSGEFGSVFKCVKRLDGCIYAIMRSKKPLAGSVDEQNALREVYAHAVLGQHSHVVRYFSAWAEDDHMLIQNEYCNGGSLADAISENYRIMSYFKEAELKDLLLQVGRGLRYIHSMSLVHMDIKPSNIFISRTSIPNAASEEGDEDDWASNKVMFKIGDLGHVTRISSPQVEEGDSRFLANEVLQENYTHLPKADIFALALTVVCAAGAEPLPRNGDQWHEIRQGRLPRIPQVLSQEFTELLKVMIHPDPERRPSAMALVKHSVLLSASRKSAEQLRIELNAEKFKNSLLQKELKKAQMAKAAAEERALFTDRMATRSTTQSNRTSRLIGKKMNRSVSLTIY
# S1P4 agonist = activates the human S1P4 receptor; activation, % at 4.98 µM; S1P4-expressing cell line, agonist reporter assay; AID 1509; O95977; 220,000 tested, 0.35% active; in the data active = activation above about 11%;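 also: 0% = DMSO vehicle and 100% = reference agonist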
# Target sequence (O95977 whole entry, looked up): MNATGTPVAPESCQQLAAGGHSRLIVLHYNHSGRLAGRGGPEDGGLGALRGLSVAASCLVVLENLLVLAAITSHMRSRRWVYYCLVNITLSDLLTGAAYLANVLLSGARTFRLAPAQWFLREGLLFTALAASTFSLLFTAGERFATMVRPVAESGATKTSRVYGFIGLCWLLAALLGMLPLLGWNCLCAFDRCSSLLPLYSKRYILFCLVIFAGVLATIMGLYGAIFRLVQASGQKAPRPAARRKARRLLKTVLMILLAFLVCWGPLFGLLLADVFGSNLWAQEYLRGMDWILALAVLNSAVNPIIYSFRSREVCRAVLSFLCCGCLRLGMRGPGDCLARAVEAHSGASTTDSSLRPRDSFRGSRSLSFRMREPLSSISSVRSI
# BaF3 tox = parental Ba/F3 viability inhibition as JAK2V617F counter-screen; CellTiter-Glo ATP luminescence; inhibition, % at 5.6 µM; 220,000 tested, 1.1% active; AID 1486;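 active = inhibition above a per-campaign cutoff, the mean inhibition of all tested compounds plus 3 SD, cut at about 27% in these data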;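 also: 0% = DMSO wells and 100% = JAK Inhibitor I control wells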
# PERK inh = inhibitors of human PERK kinase; Q9NZJ5; CHO PERK-DD fusion, SEAP luminescence translation reporter; inhibition, % at 5.6 µM; 220,000 tested, 0.17% active;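 active = inhibition above the mean inhibition of all tested compounds plus 3 SD, set separately per screening campaign, cut at about 2.9% in these data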;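 also: PERK kinase domain activated by AP20187 dimerizer at 100 nM; 0% = DMSO with dimerizer and 100% = rapamycin at 8.4 µM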
# eIF4E 4G PPI = eIF4E/eIF4G interaction inhibition in translation initiation. TR-FRET eIF4E-eIF4GI(517-606) binding, 2 h. inhibition, % at 21.7 µM. 220,000 tested, 0.37% active. AID 782;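 active = inhibition above about 30%, limit read from the data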;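 also: 0% = full FRET control wells and 100% = background wells lacking eIF4GI fragment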
# NPY-Y2 PAM-ag = human NPY-Y2 potentiation or agonism, primary screen; cells expressing NPY-Y2, potentiator/agonist read-out; AID 1359; P49146; 220,000 tested, 0.45% active; activation, % at 3.6 µM; in the data active = activation above about 27%;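 also: cells stimulated with NPY near EC25 plus isoproterenol at EC100; 0% = vehicle plus submaximal agonist and 100% = vehicle plus saturating agonist; some results beyond the cut were filed as inactive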
# S1P4 antag = blocks the human S1P4 receptor | O95977 | S1P4-expressing cells, antagonist mode, reporter read-out | inhibition, % at 4.98 µM | 220,000 tested, 0.26% active | AID 1510; in the data active = inhibition above about 29%;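 also: 0% = wells stimulated with agonist and 100% = vehicle wells without agonist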
# Mdm2 ligase inh = blocks human Mdm2 ubiquitin ligase activity | 210,000 tested, 0.11% active | signal enhancement, % at 5 µM | cell-based MDM2 ubiquitination luciferase reporter, 2 h; 0 = plate control, 100 = twice control, blank-subtracted;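 active = signal enhancement of 30% or more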;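 also: luminescence tracks abundance of the self-degrading MDM2-luciferase fusion protein; higher signal means inhibition of MDM2 E3 ligase activity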
#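 Material: stable MDM2–luciferase fusion reporter cells / Quantity: 2000 cells/well / Dosing: single 5 µM compound dose, 0.2% final DMSO / Buffer or medium: DMEM / Schedule: 4 h cell settling then 2 h compound exposure, 37 °C / Detection: luminescence with SteadyLite reagent, 15 min at room temperature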
# Numbers without * were called inactive; x = not tested or not shown; [ ] = remark or other dose.
SMILES,Ba/F3 V617F tox,Wee1 stabilizer,S1P4 agonist,BaF3 tox,PERK inh,eIF4E 4G PPI,NPY-Y2 PAM-ag,S1P4 antag,Mdm2 ligase inh
CC(C)OC(=O)c1cc(NC(=O)C2C3CCC(O3)C2C(=O)O)cc(C(=O)OC(C)C)c1 (stereo not drawn),-2,-1,3.2,1,-1.5,0[fluorescence artefact?],3,-12,-12
CC(C)=CCN1CCN(Cc2cnc(-c3ccccc3)s2)CC1CCO (stereo not drawn),-1,-1,0.2,2,0.6,3,-20,-29,-17
CSc1ccccc1C(=O)Nc1ncc(C)s1,2,0,1.1,1,0.2,-3,1,13,-7
O=C(CNC(=O)c1ccc(Oc2ccccc2)cc1)OCc1ccc(Br)cc1,-2,4,-0.4,5,0.9,5,-4,-3,4
S=C(NCCc1ccccc1)NC1CC2CCC(C1)N2Cc1ccccc1 (stereo not drawn),5,-3,1.7,3,-1.2,2,-11,4,-15
CCN(CC)S(=O)(=O)c1ccc2[nH]cc(C(=O)NCCc3ccc(OC)c(OC)c3)c(=O)c2c1,-4,8,-3.8,4,0.7,-3,7,-2,-13
CC(C)C1NC2(C(=O)c3ccccc3C2=O)C2C(=O)N(c3ccc(F)cc3)C(=O)C12 (stereo not drawn),-3,3,-1.0,10,-0.1,4,1,3,-12
CCOC(=O)c1nnc(-c2ccc(C)cc2)nc1Sc1cccc(Cl)c1,-3,-1,-2.7,4,-0.2,-19,-18,-4,x
COC(CNC(=O)CNC(=S)N(CCCN1CCOCC1)Cc1cccs1)OC,2,-1,1.1,7,-0.1,-1,-3,-21,-7
COc1cccc2cc(C(=O)N(Cc3ccccc3)CC3CCCO3)c(=O)oc12 (stereo not drawn),-2,0,1.3,3,-1.1,4,-1,0,-3
CCOC(=O)c1csc(N)n1,2,6,0.5,7,1.9,-1,0,-14,-4
COC(=O)c1oc(-c2ccccc2)nc1C,-2,1,1.4,-2,0.3,2,9,5,-2
COc1ccc(OC)c(-n2c(=S)[nH]c3cc(C(=O)N4CCC(C(N)=O)CC4)ccc3c2=O)c1,-6,-2,-2.7,1,1.1,x,-6,-14,-5
NC(=O)C1CCN(C(=S)NCc2ccc3c(c2)OCO3)CC1,1,-5,-0.7,13,0.6,0,-26,13,10
CCCc1cc(C(=O)NCc2cccs2)no1,0,2,0.9,4,1.0,1,-5,-1,-16
Cc1cc(C)nc(-n2nc(C)cc2NC(=O)c2ccc(S(=O)(=O)N3CCOCC3)cc2)n1,1,1,-1.1,-1,-1.4,-2,10,13,-10
O=C(c1cc(-c2ccc(Cl)cc2)n(-c2ccc(Cl)cc2)n1)N1CCOCC1,-5,-1,4.0,-1,0.0,7,-11,-22,-16
CC(NC(=O)C(=O)NCCC1=CCCCC1)c1ccccc1 (stereo not drawn),-1,8.8*,2.1,8,0.2,0,-9,-2,x
O=C(COC(=O)c1ccccc1)Nc1cccc(S(=O)(=O)NC2=NCCCCC2)c1,3,-1,1.3,7,1.0,-7,1,16,-1
Cc1ccc(OCCn2c(=O)oc3ccc(C)cc32)cc1,5,2,-1.1,12,0.5,0,-44,0,-4
CCCn1ncc([C@@H]2C[C@H]3CN(Cc4cccc(Cl)c4)C(=O)[C@]34CCCN24)c1C,1,-3,0.6,8,-0.6,2,2,-12,11
N#C/C(=C(\O)C(F)(F)F)c1nnc2n1CCCCC2,1,1,2.6,2,0.7,-1,0,-13,3
NC(=O)NC(CC(=O)NCCCc1ccccc1)c1ccc(Cl)cc1 (stereo not drawn),-4,0,-0.4,-1,1.6,1,18,4,-10
CC(C)(C)c1ccc(Cn2nc(CC(=O)O)c3ccccc3c2=O)cc1,1,0,-0.2,4,1.2,-2,-8,2,-4
CCSc1nnc(NC(=O)[C@@H](NC(=O)c2ccccc2)C(C)C)s1,-2,2,-0.1,-3,0.1,3,-11,-4,-8

# 3 consecutive compounds out of the list so far, quoted:
SMILES,Ba/F3 V617F tox,Wee1 stabilizer,S1P4 agonist,BaF3 tox,PERK inh,eIF4E 4G PPI,NPY-Y2 PAM-ag,S1P4 antag,Mdm2 ligase inh
COc1cccc2cc(C(=O)N(Cc3ccccc3)CC3CCCO3)c(=O)oc12 (stereo not drawn),-2,0,1.3,3,-1.1,4,-1,0,-3
CCOC(=O)c1csc(N)n1,2,6,0.5,7,1.9,-1,0,-14,-4
COC(=O)c1oc(-c2ccccc2)nc1C,-2,1,1.4,-2,0.3,2,9,5,-2

# Remaining list, next part.
SMILES,Ba/F3 V617F tox,Wee1 stabilizer,S1P4 agonist,BaF3 tox,PERK inh,eIF4E 4G PPI,NPY-Y2 PAM-ag,S1P4 antag,Mdm2 ligase inh
O=C(Oc1c(CN2CCOCC2)cc(Cl)c2cccnc12)c1ccccc1Br,-3,-2,2.5,1,-0.1,-1,-38,-13,-7
Cc1nc2ccc(NC(=O)c3cccc(S(=O)(=O)N(C)c4ccccc4)c3)cc2s1,2,-2,-0.6,2,-1.1,3,0,0,-13
CN1CC=C2C(C#N)=C(N)C(C#N)(C#N)C(CCc3ccccc3)C2C1 (stereo not drawn),-2,-3,2.1,4,0.3,-1,14,-15,-4
Fc1c(F)c(C(F)(F)F)c(F)c(F)c1N/N=C\c1cccs1,1,3,3.4,6,-0.7,-3[fluorescence artefact?],9,-29,-17
O=C(N/N=C/c1ccco1)c1ccn[nH]1,-3,1,0.4,1,0.8,-3,2,-9,-19
O=c1c2ccccc2c(C=Nc2ccc(O)cc2)c(O)n1Cc1ccccc1,-4,2,-0.8,-6,-2.3,34*,-7,-5,4
Cc1ccc(S(=O)(=O)NCCNc2ccc([N+](=O)[O-])cc2C(F)(F)F)cc1,5,2,0.7,10,0.2,6,35*,-11,-1
CCCCc1ccc(Nc2nc(CCC)cc(=O)[nH]2)cc1,-3,1,1.2,1,0.9,2,10,-5,-8
O=C(CCNC(=O)Cn1ccc2ccccc2c1=O)NCCCN1CCOCC1,6,0,0.3,8,0.9,-1,1,-8,-9
N=c1c2c3c(sc2ncn1CCN1CCOCC1)CCCC3,2,4,-1.4,3,-0.9,0,-15,7,2
CC(=O)Nc1ccc(/C=C(\C#N)C(=O)NCc2ccccc2)cc1,3,-1,-0.1,8,-0.2,-4,8,-8,-20
C/C(=N\NC(=O)Cc1ccc(F)cc1)c1ccc(O)cc1,1,3,0.8,5,0.7,-6,8,-3,-17
O=C(Nc1ccc(Nc2ccncc2)cc1)c1ccc(Nc2ccnc3ccc([N+](=O)[O-])cc23)cc1,-4,-1,0.5,1,-0.4,-58,-5,2,-7
CN(C)C(=O)c1cn(-c2ccccc2)nc1-c1cc2ccccc2oc1=O,0,0,1.6,3,0.3,0,5,-9,-24
Cc1ccc2nc(NC(=O)CSCC(=O)OCC(=O)c3ccc(Br)cc3)sc2c1,-1,0,1.6,6,1.1,-7[fluorescence artefact?],4,-5,-44
COc1ccc(OCC(=O)N/N=C(/C)Cc2ccccc2)cc1,0,2,0.2,4,1.1,-2[fluorescence artefact?],-2,-7,3
Cc1ccc(S(=O)(=O)N2CN(Cc3ccco3)c3nc4ccccc4nc32)cc1C,-3,0,0.3,3,0.1,3,5,9,-14
COc1cccc(-c2n[nH]c(=S)n2Cc2ccco2)c1,2,-2,0.1,-1,1.4,2,-23,-5,x
COc1ccc([N+](=O)[O-])cc1NS(=O)(=O)c1cc(C(=O)O)ccc1OC,-2,1,0.2,-1,0.8,6,-11,-3,-17
O=C1CC(c2ccccc2)n2nc(NC(=O)c3cccnc3)nc2N1 (stereo not drawn),1,1,1.0,4,1.1,1[fluorescence artefact?],-10,10,10
O=C(NCc1ccccn1)c1cc(S(=O)(=O)N2CCN(c3ccccc3)CC2)ccc1Cl,-4,2,0.5,3,-0.3,0,-10,-4,-16
O=C(CN1CCN(c2ccccc2)CC1)Nc1scc2c1c(=O)oc1ccccc12,0,-1,-1.5,-5,0.5,4,2,-4,4
COC(=O)c1ccc(CC(=O)c2ccc(O)cc2O)o1,9,1,0.0,0,0.1,6,24,1,-5
O=C(NCc1ccco1)c1nnc(Cc2ccc(F)cc2)o1,1,-1,0.5,5,0.7,0,3,-16,-14
CC(C)CN(CC(C)C)C(=S)NC1CCCCC1,-3,0,-0.2,6,0.7,3,16,-11,-6
# (cont.)
SMILES,Ba/F3 V617F tox,Wee1 stabilizer,S1P4 agonist,BaF3 tox,PERK inh,eIF4E 4G PPI,NPY-Y2 PAM-ag,S1P4 antag,Mdm2 ligase inh
S=c1[nH]nc(-c2ccc3ccccc3n2)n1-c1ccccc1,-2,-2,1.1,4,0.7,5[fluorescence artefact?],-9,-15,-2
CC(C(=O)Nc1nc2ccccc2s1)n1cc([N+](=O)[O-])cn1 (stereo not drawn),1,0,0.2,0,-0.1,-1,-5,-2,0
CCC(c1nnnn1C1CCCC1)N1CCC(C(N)=O)CC1 (stereo not drawn),4,1,0.4,3,0.5,0,2,-5,-15
CCOC(=O)CNS(=O)(=O)c1ccc(C)cc1,2,3,3.0,2,-0.3,2[fluorescence artefact?],-3,-13,-7
S=c1[nH]nc(-c2cc(-c3ccccc3)n[nH]2)n1/N=C/c1ccccc1,-3,1,0.8,-11,1.0,2,-9,-13,x
COc1ccc(C)cc1NC(=O)NNC(=O)C1CCC(C(C)(C)C)CC1 (stereo not drawn),-2,-1,3.0,-2,1.8,0,-6,-23,-32
Cc1c(/C=C2\SC(=Nc3cccc(C(=O)O)c3)NC2=O)c2ccccc2n1C,-7,-1,0.0,4,1.3,0,0,2,-2
COc1ccc(N2CCN(Cc3nc4c(c(=O)[nH]c(=O)n4C)n3CC(C)=O)CC2)cc1,3,2,-1.7,5,0.9,6[fluorescence artefact?],-6,8,-11
O=C(Cn1nnc(-c2cccs2)n1)OC1CCCCC1,-1,4,0.0,-1,1.0,5[fluorescence artefact?],-2,2,-11
COc1ccc2oc(=O)cc(C)c2c1,-3,-1,-0.4,1,1.9,-4,12,10,-12
CCOC(=O)C1CCCN(Cc2nc(N)nc(Nc3ccc(Cl)cc3)n2)C1 (stereo not drawn),1,2,0.5,2,-1.1,4,14,-13,5
CSc1nc(C)c(CCOCc2ccc(F)cc2)c(=O)[nH]1,1,-2,-0.2,8,0.2,0,8,0,-4
CC(C)(C)C(O)CN1CCCC1 (stereo not drawn),1,-2,1.2,8,0.8,-2,-3,5,19
Cc1ccc(S(=O)(=O)N2CCC(C(=O)N3CCC[C@H]3C(=O)NC3CCS(=O)(=O)C3)CC2)cc1 (stereo partly drawn),-3,2,0.6,0,0.5,9,0,0,-3
CC(C)CCNC(=O)CCS(=O)(=O)c1cccc2nonc12,0,0,0.5,-1,-0.1,7[fluorescence artefact?],7,0,6
COc1ccc(C(=O)Nc2ccc(SC(F)F)cc2)cc1,-1,1,0.1,7,0.8,0[fluorescence artefact?],-3,-13,-6
Oc1ccc(-c2onc3ccc(Cl)cc23)cc1,-1,2,0.8,4,0.7,7[fluorescence artefact?],-14,-4,-9
COC(=O)[C@H](Cc1c[nH]c2ccccc12)NC(=O)Nc1ccccc1OC,1,-3,-1.7,1,-0.1,-4,-8,9,-8
NNc1ccc(Cc2ccc(Cl)cc2Cl)nn1,-3,4,2.8,-4,0.8,2,4,-8,3
CCCn1nnc(NC(=O)c2ccc(-c3ccccc3)cc2)n1,6,5,1.1,5,-1.0,-5,-13,1,-23

# Entries listed above marked active in Wee1 stabilizer.
canonical_smiles,Wee1 stabilizer,S1P4 agonist,PERK inh,eIF4E 4G PPI,NPY-Y2 PAM-ag,S1P4 antag,Mdm2 ligase inh
CC(NC(=O)C(=O)NCCC1=CCCCC1)c1ccccc1 (stereo not drawn),8.8*,2.1,0.2,0,-9,-2,x
